Growth percent in the NCI-60 one-dose screen (48 h, 10 µM unless noted): 100 = growth as untreated, 0 = no growth, -100 = all killed.
UO-31: UO-31 renal cancer | 81,000 compounds, 5.2% hits
ACHN: ACHN renal cancer; 81,000 compounds, 4.9% hits
RXF 393: RXF 393 renal cancer cells; AID 1794773; 77,000 compounds, 6.9% hits
786-0: 786-0 renal cancer cells; 81,000 compounds, 5.1% hits
TK-10: TK-10 renal cancer cells | 81,000 compounds, 3.9% hits
SN12C: SN12C renal cancer cells; 81,000 compounds, 3.8% hits
A498: A498 renal cancer cells; 76,000 compounds, 5.4% hits
CAKI-1: CAKI-1 renal cancer; 75,000 compounds, 4.7% hits; AID 1794772
DU-145: DU-145 prostate cancer | 81,000 compounds, 4.2% hits
* hit, by the source's call; · = not tested or not shown; & = joins results of further samples; [ ] = another dose, or the depositor's remark. Rule for the calls: active = growth percent below 10; inactive = the rest.

molecule | UO-31 | ACHN | RXF 393 | 786-0 | TK-10 | SN12C | A498 | CAKI-1 | DU-145
COc1ccc(C(=O)NCc2ccc(OCCN(C)C)cc2)cc1OC | 84 | 96 | 115 | 95 | 98 | 112 | 69 | 97 | 102
Cc1c(NC(=O)c2cccnc2)c(=O)n(-c2ccccc2)n1C | 84 | · | · | 107 | 121 | · | 80 | 87 | 119
O=C(CCNNC(=O)c1ccncc1)NCc1ccccc1 | 91 | 93 | 94 | 107 | 133 | 97 | 110 | 109 | ·
C=CC(=O)Nc1cccc(Nc2nc(Nc3ccc(N4CCN(C(C)=O)CC4)cc3OC)ncc2C(F)(F)F)c1 | -18* | 5.3* | -11* | 8.4* | -25* | 21 | -47* | -13* | 17
NS(=O)(=O)c1cccc(N2C(=O)CCC2=O)c1 | 87 | 101 | 104 | 101 | 94 | 112 | 108 | 88 | 102
C[C@H](CCC(=O)O)[C@H]1CCC2C3C(CC[C@@]21C)[C@@]1(C)CC[C@@H](O)C[C@H]1C[C@@H]3O (stereo not given in full) | 91 | 95 | 111 | 100 | 122 | 105 | 118 | 97 | 115
COc1cccc([C@@H]2C[C@@H]3Cc4cc(Br)c5ccccc5c4N2O3)c1 | 61 | 94 | 100 | 105 | 103 | 91 | 100 | 87 | 114
c1cc(OCCN2CCCCC2)cc(-c2n[nH]c3ccc(-c4ncn[nH]4)cc23)c1 | 25 | 63 | 90 | 80 | 74 | 68 | 71 | 27 | 62
CC(=O)NC(Cc1ccccc1)C(=O)O (stereo not given) | 83 | 101&97 | 116&100 | 99&99 | 91&99 | 107&95 | 117&97 | 85&87 | 122&103
C[C@@H]1CC2C3C[C@H](F)C4=CC(=O)C=C[C@]4(C)[C@@]3(F)[C@@H](O)C[C@]2(C)[C@@]1(O)C(=O)COC(=O)C(C)(C)C (stereo not given in full) | 66 | 95 | 114 | 104 | · | 45 | 127 | 75 | 115
CC(=O)Nc1ccc(C(=O)/C=C/c2ccc(N(C)C)cc2)cc1 | 74 | 103 | 99 | 97 | 95 | 98 | 104 | 97 | 98
CC1=CC(=O)NS(=O)(=O)O1 | 77 | 104 | 111 | 98 | 116 | 93 | 90 | 92 | 114
Cc1cc(-c2ccccc2)nnc1NCCN1CCOCC1 | 76 | · | · | 102 | 124 | 106 | 114 | 88 | 119
CC(C)c1cc(CNc2nc(Nc3cc(C4CC4)[nH]n3)cc(N3CCN(C)CC3)n2)on1 | -2.2* | 8.5* | -54* | 10 | -16* | 9.7* | -79* | 4.9* | -16*
O=C(O)c1ccc[n+]([O-])c1 | 109&85 | 108&103 | 130&126 | 101&98 | 112&116 | 105&101 | 118&98 | 113&104 | 123&94
COCCCOc1cc(C[C@@H](C[C@H](N)[C@@H](O)C[C@H](C(=O)NCC(C)(C)C(N)=O)C(C)C)C(C)C)ccc1OC | 84 | 101 | 104 | 103 | 109 | 104 | 103 | 89 | 124
Nc1nnc(-c2c[nH]c3ccccc23)c(-c2c[nH]c3ccccc23)n1 | 78 | 90 | 97 | 103 | 144 | 88 | · | 88 | 98
CC(/C=C/c1ccccc1)=N\OCC(=O)Nc1ccccc1 | 58 | 95 | 101 | 100 | 121 | 90 | 63 | 89 | 107
COC(=O)C(C)(C)C1Oc2ccc(F)cc2C(=O)/C1=C\O (stereo not given) | 79 | 111 | 99 | 111 | 89 | 105 | 93 | · | 104
Cn1cc(-c2nnc(N)nc2-c2c[nH]c3ccccc23)c2cc(Br)ccc21 | 71 | 78 | 91 | 80 | 125 | 84 | 75 | 100 | 101
Cc1cc(Nc2cc(N3CCN(C)CC3)nc(Sc3ccc(NC(=O)C4CC4)cc3)n2)n[nH]1 | 22 | 42 | -19* | 48 | 39 | 33 | -16* | 32 | 56
CC1COc2c(N3CCN(C)CC3)c(F)cc3c(=O)c(C(=O)O)cn1c23 (stereo not given) | 83 | 98 | · | 95 | 111 | 99 | 108 | 98 | 111
CN1CCN(C(c2ccccc2)c2ccccc2)CC1 | 94&93 | 103&101 | 106&116 | 98&104 | 102 | 97&98 | 89&118 | 106&98 | 124&111
COc1ccc(NC(=O)CSc2nc(NC(=O)CN3CCN(c4cc5c(cc4F)c(=O)c(C(=O)O)cn5C4CC4)CC3)cc(=O)[nH]2)cc1 | 81 | 94 | 99 | 102 | 118 | 97 | 102 | 90 | 103
COC(=O)c1ccc(O)cc1 | 87 | 115 | 102 | 99 | 86 | 102 | 84 | 104 | 108

(further entries)
molecule | UO-31 | ACHN | RXF 393 | 786-0 | TK-10 | SN12C | A498 | CAKI-1 | DU-145
Cc1ccc(NC(=O)Nc2ccc3nc(NS(=O)(=O)c4ccc5ccccc5c4)sc3c2)cc1Cl | 94 | 104 | 107 | 108 | 106 | 99 | 99 | 100 | 114
C=C1CC[C@@H]2C(C)(C)C(=O)CC[C@@]2(C)[C@@H]1COc1ccc2ccc(=O)oc2c1 | 96 | 88 | 47 | 90 | 92 | 90 | 102 | 69 | 98
COc1ccc(C2NC(=S)NC(C)=C2C(=O)Nc2ccc(S(N)(=O)=O)cc2)cc1O (stereo not given) | 92 | 109 | 98 | 102 | 101 | 99 | 164 | 96 | 107
COc1ccc(/C=C/C(=O)Nc2ccccc2C(=O)O)cc1OC | 79 | 89 | 119 | 96 | 101 | 101 | 120 | 101 | 108
CNC(=O)CN1CCC(Oc2cc3c(Nc4cccc(Cl)c4F)ncnc3cc2OC)CC1 | 26 | 8.2* | 24 | 52 | 1.0* | 43 | 44 | 11 | 45
Cn1c(=O)c2[nH]c(Br)nc2n(C)c1=O | 114&91 | 103&99 | 124&97 | 111&102 | 107&106 | 107&111 | 113&119 | 108&100 | 108&108
O=C(COc1ccc(Cl)cc1)NCCO | 90 | 103 | 120 | 104 | 99 | 103 | 86 | 91 | 110
Cn1cc(-c2nnc(-c3ccccc3)o2)c2cccnc21 | 59 | 80 | 64 | 102 | 118 | 84 | 50 | 52 | 87
c1ccc(CC2=NCCN2)cc1 | 89 | 102 | 135 | 101 | 103 | 100 | 109 | 106 | 119
CC(C)(C)c1ccc2c(c1)C(=O)N(c1cccc(S(N)(=O)=O)c1)C2=O | 93 | 102 | 113 | 100 | 101 | 97 | 91 | 93 | 104
O=C1c2c(O)cccc2C(C2OC(CO)C(O)C(O)C2O)c2cc(CO)cc(O)c21 (stereo not given) | 77 | 97 | 103 | 109 | 101 | 82 | 102 | 102 | 111
COc1ccc(/C=C/C(C)=N/OC(C)C(=O)O)cc1 (stereo not given) | 81 | 99 | 105 | 100 | 113 | 109 | 77 | 99 | 114
C=C[C@H]1CN2CC[C@H]1C[C@@H]2[C@@H](O)c1ccnc2ccc(OC)cc12 | · | · | · | · | · | · | 113 | · | ·
C1CCC(C(CC2CCCCN2)C2CCCCC2)CC1 (stereo not given) | 12 | · | · | -87* | 21 | 21 | 51 | 5.5* | 14
Cn1c(=O)c2c(ncn2CC2OCCO2)n(C)c1=O | 85 | 104 | 119 | 104 | 92 | 107 | 97 | 102 | 113
Cc1cc(OCc2nnc(SC3CCCC3)n2-c2cccnc2)ccc1-c1ccc(S(C)(=O)=O)cc1 | 77[1 µM] | 75[1 µM] | 90[1 µM] | 99[1 µM] | 103[1 µM] | 85[1 µM] | 54[1 µM] | · | 79[1 µM]
Cc1cc(Nc2ncc(Cl)c(Nc3ccccc3S(=O)(=O)C(C)C)n2)c(OC(C)C)cc1C1CCNCC1 | -96* | -100* | -93* | -91* | -96* | -87* | 40 | -100* | -99*
CCOc1ccccc1C(N)=O | 93 | 92 | 94 | 99 | 93 | 90 | 86 | 78 | 103
CC(=O)[C@H]1CCC2C3C[C@H](C)C4=CC(=O)CC[C@]4(C)C3[C@@H](O)C[C@@]21C (stereo not given in full) | 76 | 93 | 131 | 104 | 110 | 57 | 98 | 82 | 113
O=C(/C=C/c1ccc(Cl)cc1Cl)c1ccc(Cl)nc1 | 74 | 100 | 102 | 88 | 87 | 90 | 72 | 87 | 100
O=C(c1ccc(F)cc1)C1CCN(CCn2c(=O)[nH]c3ccccc3c2=O)CC1 | 65 | 95 | 115 | 97 | 105 | 105 | 118 | 84 | 108
Nc1nnc(-c2c[nH]c3ccc(Br)cc23)c(-c2c[nH]c3ccc(Br)cc23)n1 | 62 | 91 | 81 | 107 | 142 | 110 | 122 | 71 | 107
C[C@]12CCc3c(ccc4cc(O)ccc34)[C@@H]1CC[C@H]2O | 87 | 103 | 97 | 104 | 102 | 88 | 85 | 88 | 104
O=C(Nc1ccc(Oc2ccc(Cl)c(F)c2)cc1)c1ccc2nc(NS(=O)(=O)c3ccc4ccccc4c3)sc2c1 | 77 | 101 | 94 | 102 | 105 | 85 | 109 | 81 | 104
CCCCSc1nc(NC(=O)CN2CCN(c3cc4c(cc3F)c(=O)c(C(=O)O)cn4C3CC3)CC2)cc(=O)[nH]1 | 69 | 99 | 101 | 80 | 103 | 98 | 81 | 94 | 102

(listing goes on)
molecule | UO-31 | ACHN | RXF 393 | 786-0 | TK-10 | SN12C | A498 | CAKI-1 | DU-145
C[C@@H](Oc1cc(-n2cnc3ccc(CN4CCN(C)CC4)cc32)sc1C(N)=O)c1ccccc1C(F)(F)F | 17 | 31 | 17 | 6.4* | 52 | 16 | -23* | 28 | 2.7*
COc1ccccc1N1CCN(CCCNc2cc(=O)n(C)c(=O)n2C)CC1 | 92&80 | 102 | 121&110 | 110&100 | 116&101 | 98&100 | 105&103 | 99&88 | 114&111
c1ccc(CN(CC2=NCCN2)c2ccccc2)cc1 | 78 | 101 | 116 | 106 | 101 | 96 | 95 | 90 | 114
O=C(Nc1ccc(OC(F)(F)F)cc1)c1sccc1NCc1ccnc2ccccc12 | 75 | 64 | 93 | 94 | 66 | 106 | 98 | 52 | 73
Cn1cc(-c2nnc(N)nc2-c2cn(C)c3ccc(Br)cc23)c2ccccc21 | 69 | 97 | 82 | 90 | 116 | 99 | 93 | 81 | 111
COc1cc2c(cc1OC)C(=O)C(CC1CCN(Cc3ccccc3)CC1)C2 (stereo not given) | 63 | 95 | 117 | 88 | 96 | 92 | 107 | 80 | 112
CCCn1cnc2c1c(=O)n(CCCCC(C)=O)c(=O)n2C | 81 | 101 | 103 | 104 | 114 | 124 | · | 103 | 118
C[C@@H]1COC(Nc2ccc3ncnc(Nc4ccc(OCc5nccs5)c(Cl)c4)c3c2)=N1 | 19 | 23 | 49 | 50 | 20 | 54 | 22 | 36 | 36
COc1ccc(-c2cc3c(C)nc(N)nc3n(C3CCC(OCCO)CC3)c2=O)cn1 (stereo not given) | -34* | -10* | -51* | -24* | -43* | 7.1* | -56* | -43* | 7.6*
C[C@@H]1COCCN1c1cc(C2([S@](C)(=N)=O)CC2)nc(-c2ccnc3[nH]ccc23)n1 | 13 | 7.8* | -28* | 2.1* | 43 | 41 | -21* | 29 | 18
CC[N+](C)(CC)CCOC(=O)C(O)(c1ccccc1)C1CCCCC1 (stereo not given) | 91 | 98 | 108 | 103 | 127 | 96 | 123 | 94 | ·

An excerpt from above in order of count of non-hydrogen atoms, highest first:
molecule | UO-31 | ACHN | RXF 393 | 786-0 | TK-10 | SN12C | A498 | CAKI-1 | DU-145
C[C@@H](Oc1cc(-n2cnc3ccc(CN4CCN(C)CC4)cc32)sc1C(N)=O)c1ccccc1C(F)(F)F | 17 | 31 | 17 | 6.4* | 52 | 16 | -23* | 28 | 2.7*
C[C@@H]1COC(Nc2ccc3ncnc(Nc4ccc(OCc5nccs5)c(Cl)c4)c3c2)=N1 | 19 | 23 | 49 | 50 | 20 | 54 | 22 | 36 | 36
C[C@@H]1COCCN1c1cc(C2([S@](C)(=N)=O)CC2)nc(-c2ccnc3[nH]ccc23)n1 | 13 | 7.8* | -28* | 2.1* | 43 | 41 | -21* | 29 | 18
COc1ccccc1N1CCN(CCCNc2cc(=O)n(C)c(=O)n2C)CC1 | 92&80 | 102 | 121&110 | 110&100 | 116&101 | 98&100 | 105&103 | 99&88 | 114&111
c1ccc(CN(CC2=NCCN2)c2ccccc2)cc1 | 78 | 101 | 116 | 106 | 101 | 96 | 95 | 90 | 114

Reprinted at random: 6 records from the list, in no set order.
molecule | UO-31 | ACHN | RXF 393 | 786-0 | TK-10 | SN12C | A498 | CAKI-1 | DU-145
CCCn1cnc2c1c(=O)n(CCCCC(C)=O)c(=O)n2C | 81 | 101 | 103 | 104 | 114 | 124 | · | 103 | 118
C[C@@H](Oc1cc(-n2cnc3ccc(CN4CCN(C)CC4)cc32)sc1C(N)=O)c1ccccc1C(F)(F)F | 17 | 31 | 17 | 6.4* | 52 | 16 | -23* | 28 | 2.7*
COc1cc2c(cc1OC)C(=O)C(CC1CCN(Cc3ccccc3)CC1)C2 (stereo not given) | 63 | 95 | 117 | 88 | 96 | 92 | 107 | 80 | 112
COc1ccc(-c2cc3c(C)nc(N)nc3n(C3CCC(OCCO)CC3)c2=O)cn1 (stereo not given) | -34* | -10* | -51* | -24* | -43* | 7.1* | -56* | -43* | 7.6*
O=C(Nc1ccc(OC(F)(F)F)cc1)c1sccc1NCc1ccnc2ccccc12 | 75 | 64 | 93 | 94 | 66 | 106 | 98 | 52 | 73
CC[N+](C)(CC)CCOC(=O)C(O)(c1ccccc1)C1CCCCC1 (stereo not given) | 91 | 98 | 108 | 103 | 127 | 96 | 123 | 94 | ·

Three successive compounds out of the list so far, for reference:
molecule | UO-31 | ACHN | RXF 393 | 786-0 | TK-10 | SN12C | A498 | CAKI-1 | DU-145
COc1ccc(-c2cc3c(C)nc(N)nc3n(C3CCC(OCCO)CC3)c2=O)cn1 (stereo not given) | -34* | -10* | -51* | -24* | -43* | 7.1* | -56* | -43* | 7.6*
C[C@@H]1COCCN1c1cc(C2([S@](C)(=N)=O)CC2)nc(-c2ccnc3[nH]ccc23)n1 | 13 | 7.8* | -28* | 2.1* | 43 | 41 | -21* | 29 | 18
CC[N+](C)(CC)CCOC(=O)C(O)(c1ccccc1)C1CCCCC1 (stereo not given) | 91 | 98 | 108 | 103 | 127 | 96 | 123 | 94 | ·

Compound activity (PubChem BioAssay)

Only part of the results is shown; the hit share may differ from the screen's.
